High-throughput results as filed in PubChem BioAssay.
HKDC1 inhibitor – blocks human hexokinase HKDC1 activity. recombinant HKDC1, G6PDH/diaphorase resazurin coupled fluorescence. inhibition, % at 20 µM. actives 0.16% (n = 340,000);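 active means inhibition above about 35% when tested at 20 µM, limit read from the data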;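 further: plate controls were DMSO wells with enzyme for no effect and DMSO wells lacking enzyme for full effect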
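Material: recombinant HKDC1 hexokinase; Amount: HKDC1 at 5 µg/mL; Medium: Tris pH 8.0 buffer with MgCl2, Tween-20, BSA, BME; Schedule: 90 min reaction incubation at room temperature, dark; Technique: coupled resazurin fluorescence, excitation 525 nm, emission 613 nm.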
SENP8 inh – inhibitors of human SENP8 protease. AID 2540. Q96LD8. purified SENP8, Z-RLRGG-aminoluciferin cleavage, luminescence. actives 1.2% (n = 330,000). inhibition, % at 10 µM
Target sequence (Q96LD8 whole entry, looked up): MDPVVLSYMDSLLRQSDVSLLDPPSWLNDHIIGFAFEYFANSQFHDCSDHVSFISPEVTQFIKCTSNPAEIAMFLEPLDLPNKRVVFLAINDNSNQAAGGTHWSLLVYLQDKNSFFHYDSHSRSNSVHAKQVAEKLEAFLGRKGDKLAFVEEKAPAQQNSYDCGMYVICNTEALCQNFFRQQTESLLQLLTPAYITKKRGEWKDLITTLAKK
Jurkat NFkB inh – inhibitors of the PMA/ionomycin-induced NF-kB reporter in Jurkat cells. actives 0.53% (n = 330,000). inhibition, % at 4 µM. AID 435003. PMA/ionomycin-induced NF-kB luciferase reporter, luminescence
Apaf1 inhib – human Apaf-1 inhibition | O14727 | reconstituted apoptosome caspase-3 activity, DEVD-Rh110 fluorescence | inhibition, % at 20 µM | actives 0.71% (n = 330,000); active means inhibition of at least 40% at 20 µM;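 further: plate controls were DMSO wells for no effect and DEVD-CHO caspase inhibitor wells for full effect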
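Material: reconstituted apoptosome with Apaf-1, cytochrome c, caspase-9, procaspase-3, dATP; medium: pH 7.5 Hepes buffer with CHAPS, BSA, DTT; also added: cytochrome c and DEVD-Rh110 substrate; timing: 30 min plus 50 min, RT; signal: Rh110 fluorescence intensity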
SENP7 inh – blocks the human protease SENP7. Q9BQF6. recombinant SENP7, Z-RLRGG-aminoluciferin luminescence, 40 min. inhibition, % at 5 µM. actives 1.5% (n = 330,000). AID 434973;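 active means inhibition above about 50% at the single test dose, limit read from the data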;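 further: plate controls were DMSO with enzyme for no effect and no enzyme buffer wells for full effect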
Target sequence (Q9BQF6 706-1050 limits assumed): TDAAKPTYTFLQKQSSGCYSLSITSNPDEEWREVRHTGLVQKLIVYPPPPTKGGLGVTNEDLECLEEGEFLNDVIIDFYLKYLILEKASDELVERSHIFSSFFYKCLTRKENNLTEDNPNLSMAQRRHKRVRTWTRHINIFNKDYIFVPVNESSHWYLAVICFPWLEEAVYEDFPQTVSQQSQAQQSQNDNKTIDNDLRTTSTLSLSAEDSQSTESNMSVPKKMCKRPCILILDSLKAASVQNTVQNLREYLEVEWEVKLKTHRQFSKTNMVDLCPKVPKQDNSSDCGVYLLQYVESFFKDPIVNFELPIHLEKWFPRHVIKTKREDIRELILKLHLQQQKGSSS
697 NFkB inh – lowers PMA/ionomycin-induced NF-kB signal in 697 B cells. 697 B-cell NF-kB luciferase reporter, 16 h. inhibition, % at 4 µM. actives 0.33% (n = 330,000). AID 435022; in the data active means inhibition above about 35%
UBC13 polyUb – inhibitors of human UBC13 polyubiquitin chain formation | actives 0.47% (n = 330,000) | TR-FRET | inhibition, % at 20 µM | P61088; in the data active means inhibition above about 45%, passing the limit was not always enough
Target sequence (P61088 whole entry, looked up): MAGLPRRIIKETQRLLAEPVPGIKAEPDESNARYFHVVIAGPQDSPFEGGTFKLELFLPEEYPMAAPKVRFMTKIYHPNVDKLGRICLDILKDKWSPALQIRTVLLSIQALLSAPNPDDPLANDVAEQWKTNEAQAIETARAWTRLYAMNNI
Gli-Sufu block – blocks Gli-Sufu signaling in a luciferase reporter; Sufu-KO-LIGHT fibroblasts, Gli luciferase reporter luminescence; inhibition, % at 5 µM; actives 0.74% (n = 340,000);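 active means inhibition above about 55%, limit read from the data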;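 further: 0% = DMSO-treated cells and 100% = wells with medium but no cells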
* hit, by the source's call; x = not tested or not shown. Unless noted, no stated cut-off is given here; in the data, active means inhibition above about 50%; inactive means the rest.

molecule,HKDC1 inhibitor,SENP8 inh,Jurkat NFkB inh,Apaf1 inhib,SENP7 inh,697 NFkB inh,UBC13 polyUb,Gli-Sufu block
Cc1nn(Cc2ccccc2Cl)c2sc(C(=O)OC3CCCC3=O)cc12 (centres undefined),2.8,1.1,-14.7,6.0,12.5,-3.9,2.7,1.8
CCCC(=O)N(c1ccc(OCC)cc1)S(=O)(=O)c1ccc2c3c(cccc13)C(=O)N2C,9.5,-5.6,17.1,1.9,-7.2,13.7,39.3,37.2
CCCN1CCN(C(=S)Nc2ccc3nc(N4CCN(CC)CC4)cc(C)c3c2)CC1,-0.6,-7.8,-12.2,12.1,-1.1,-25.2,-8.8,3.5
C=CCSc1nc(C)cc2c1C(=O)OC2,-2.3,-3.9,5.2,0.2,-13.5,-8.5,-3.8,-16.4
O=C(O)/C=C/C(=O)Nc1ccc(Oc2ccccc2)cc1,-1.3,-9.0,-5.9,-3.5,-8.1,5.4,1.3,7.1
N#CCC(=O)N/N=C/c1ccc(N2N=C(c3ccccc3)CC2c2ccccc2)cc1 (centres undefined),0.3,-3.7,7.1,11.8,10.9,-8.9,-0.6,-14.2
COC(=O)c1ccc(N2CCOCC2)c(NC(=O)c2ccc3c(c2)OCCO3)c1,-1.5,9.5,-1.9,0.7,-3.1,18.8,6.7,1.9
Cc1cc(C)cc(C(=O)NCCC(=O)NCc2cc(=O)n(C)c(=O)n2C)c1,-5.6,-1.9,3.1,-12.6,-5.3,-0.1,1.9,4.4
CCCN(CCC)C(=O)C1CC(=O)OC12CCCCC2 (centres undefined),-10.7,3.6,-22.4,14.5,8.7,12.2,-2.1,2.1
Cc1cc(C)nc(NS(=O)(=O)c2ccc(NC(=O)c3ccc4c(c3)OCO4)cc2)n1,-5.2,4.4,8.9,-1.7,1.9,-18.3,-6.9,-2.8
CCNc1nc(Oc2ccc(C(=O)OC)cc2)nc(N2CCOCC2)n1,7.8,0.9,5.6,-23.4,-0.2,8.5,12.5,4.8
CC(C)OC(=O)c1ccc(N2C(=O)C3CC=CCC3C2=O)cc1 (centres undefined),0.0,0.3,3.1,-0.1,-7.2,-20.5,-0.5,-0.5
CCC1Sc2ccccc2N(CC(=O)NC2CCCC2)C1=O (centres undefined),-10.7,0.5,0.0,-18.8,2.6,-2.9,0.3,-3.1
CCN(CC(=O)Nc1ccc(NC(C)=O)cc1)C(=O)CN1C(=O)NC2(CCCC2)C1=O,2.5,9.2,17.7,-7.2,7.5,16.2,-1.1,-3.3
COc1ccc(Cl)cc1C(=O)Nc1nc2ccc(S(C)(=O)=O)cc2s1,x,1.3,-36.0,-23.7,-4.2,-0.4,31.8,x
CCCC(=O)OC1CC(C)N(C(=O)c2ccccc2)c2ccc(C)cc21 (centres undefined),11.3,4.4,11.0,-66.8,2.2,16.1,13.9,5.1
CCOC(=O)Cn1c(=O)oc2cc(S(=O)(=O)Nc3ccc(N(CC)CC)cc3C)ccc21,1.3,-1.2,-3.0,5.6,-8.2,11.0,9.4,0.1
O=C(O)c1ccc(/C=N/N2CCN(c3ccccc3)CC2)cc1,-4.1,61.7*,-32.3,1.8,72.5*,-104.2,-4.5,-57.5
CC(C)COc1nc2c(c(=O)n(C)c(=O)n2C)n1C,-3.3,3.5,-13.0,5.6,-1.2,-16.9,3.5,0.2
CCOC(=O)c1c(NC(=O)CN2CCN(C(=O)c3ccco3)CC2)sc(C(N)=O)c1C,6.1,-3.8,9.3,1.3,-1.5,-2.5,10.8,1.6
O=c1[nH]c2cc(Cl)cc(Cl)c2[nH]c1=O,8.2,0.2,8.0,-8.5,2.0,5.3,1.9,-23.1
CCCN(Cc1ccccc1)C(=S)Nc1ccc(F)cc1,-0.8,-1.5,-7.3,9.3,11.6,0.2,4.5,15.8
Cc1ccc(C(=O)N/N=C\c2ccc(OC(=O)c3cccs3)cc2)cn1,-2.4,5.0,3.2,3.2,1.2,7.2,-1.9,-10.0
CCOC(=O)CSc1nc(N)c(C#N)c(CC(C)C)c1C#N,6.5,-7.8,-0.6,-0.2,0.2,-12.1,2.5,-0.6
CCOC(=O)c1cc(C(C)(C)C)nc(SC)c1C#N,2.4,7.1,-9.4,6.2,5.0,13.3,27.0,-2.5
O=C(CCc1nc2ccccc2c(=O)[nH]1)Nc1ccc(F)c([N+](=O)[O-])c1,5.9,-3.1,1.4,1.8,-6.2,-14.5,-13.2,7.8
Cc1ccc(-n2c(C)cc(C)c(C#N)c2=O)cc1,-3.5,-1.3,5.2,-0.6,5.9,-9.3,-2.5,37.7
CC(C)c1ccc(C(=O)Nc2ccc(N3CCOCC3)cc2)cc1,-9.2,-2.9,-17.8,3.3,4.5,-38.7,9.8,-4.0
N#Cc1cc(-c2ccccc2)c[nH]c1=O,2.8,9.9,3.3,-1.2,0.3,-0.2,4.3,-4.8
CCCNC(=O)c1ccc(N2CCC3(CC2)CC(c2ccccc2)=NO3)c(NC(=O)c2ccc(Br)cc2)c1,3.2,-4.9,6.9,2.0,2.5,-1.1,-13.0,8.3
O=C1c2ccc([N+](=O)[O-])cc2C(=O)N1CNc1ccccn1,-10.3,9.1,-7.5,-3.9,5.0,5.1,-2.6,4.0
COc1ccc(OC)c2[nH]c(C(=O)N/N=C/c3ccccc3O)cc12,-10.9,1.6,36.1,10.7,-0.4,-16.5,-3.5,58.7*
COc1ccc(-c2cc(-c3ccc(OC)cc3)nc(-c3ccc4c(c3)NC(=O)CO4)c2)cc1,-5.4,2.0,11.4,11.7,-0.7,-11.6,-15.3,7.3
CCO[C@H]1OC(C(=O)NCc2ccccc2)=C[C@@H](c2coc3ccccc3c2=O)[C@@H]1CCCO,-1.2,-11.1,11.3,12.8,-12.7,-12.8,6.3,-14.1
Cc1ccc(NC(=O)C2CCCN2C(=O)NC2CCCCC2)cc1F (centres undefined),3.9,4.1,10.0,4.1,3.1,4.2,2.4,9.9
O=C(OCCCN1CCOCC1)c1ccc(O)c(O)c1,-2.6,5.8,-26.1,-29.0,1.9,6.5,1.6,-3.7
Cc1ccc(CNC(=O)Nc2cccc(C)c2)cc1,9.7,-0.2,-24.0,-7.9,22.0,-32.4,6.4,-36.5
CCOc1ccc(C(=O)Nc2nc(C)c(C(=O)OC)s2)cc1,4.3,43.5,-3.3,-11.6,91.9*,-161.7,-8.1,-106.7
Cc1ccc(O)c(NC(=O)c2cc(C)no2)c1,-3.2,-10.0,3.5,5.0,-9.2,-61.9,-3.3,15.0
COc1ccc(N2C(=O)N(Cc3ccc(C)cc3)c3ccccc3S2(=O)=O)cc1,-3.7,8.6,7.0,-1.4,-6.0,5.6,4.5,-1.3
CS(=O)(=O)c1ccc(C(=O)Nc2ccc(N3CCCCC3)cc2)c(Cl)c1,-5.6,4.1,-13.4,-1.5,3.0,-28.7,-9.1,-0.2
O=C(Nc1ccccc1Cl)c1ccccc1S(=O)(=O)c1ccccc1[N+](=O)[O-],-4.5,-2.0,-7.8,0.4,-3.1,-0.2,-4.3,-0.8
NC(=O)C1(N2CCCCC2)CCN(Cc2ccc(F)cc2)CC1,-10.7,-2.0,3.4,-9.5,-6.0,13.5,19.0,1.6
CC(C)(C)c1ccc(OCC(=O)NCC(c2cccs2)N2CCOCC2)cc1 (centres undefined),-2.0,-1.5,-9.7,26.1,-2.5,-21.1,-9.5,19.0
Cc1ccc(NC(=O)CSc2nnc(NC(=O)C3CC3)s2)cc1C,-5.5,-0.7,10.6,10.2,5.2,0.7,-1.3,-8.2
CCOC(=O)C1CCN(C(=O)CN(c2cccc(C(F)(F)F)c2)S(C)(=O)=O)CC1,-2.4,1.2,6.2,-5.2,6.2,-2.7,10.1,-7.1
CCC(C)c1ccc(NC(=O)COC(=O)C2CCCC2)cc1 (centres undefined),1.3,4.1,-6.2,16.0,-2.9,-23.5,2.4,-12.6
CCNC(=O)C1CCCN1S(=O)(=O)c1ccc2ccccc2c1 (centres undefined),4.5,-0.3,10.7,-13.4,-4.9,14.6,2.7,-16.9
CCOc1cc(NC(=O)C2CCCCC2)c(OCC)cc1NC(=O)c1ccccn1,-12.0,-2.2,-19.3,-3.4,-2.7,-13.4,1.5,18.8
COc1ccccc1NC(=O)Nc1cc(C(C)(C)C)nn1C,-1.0,10.8,-5.0,-9.3,6.8,-0.3,7.3,2.8
CN(Cc1ccco1)C(=O)Cn1ncc2c([nH]c3ccccc32)c1=O,-2.0,2.4,7.9,-11.2,-1.3,3.8,3.0,7.8
O=C(CCNC(=O)c1ccccc1Cl)NCc1ccncc1,0.1,6.2,4.0,0.6,6.1,10.5,0.3,-3.3
CCOc1ccc(NC(=O)CCN2CCN(c3ccccc3OC)CC2)cc1,-2.9,4.5,-7.4,3.9,1.7,-28.3,-6.7,2.8
CC(=O)c1ccc(N2Cc3ccccc3/C2=N\C(=O)Nc2ccccc2)cc1,-15.1,-11.6,-45.8,9.8,-5.8,-10.5,-4.8,-11.6
O=C(CC1Nc2ccccc2NC1=O)Nc1ccc2c(c1)OCO2 (centres undefined),-8.7,-3.3,7.5,7.9,4.9,-2.6,-1.8,-6.8
CN(C)CCCNCCCCNC(=O)/C=N/O,-4.9,-9.0,17.4,12.8,-6.0,16.4,-1.7,3.8
OCCCNc1ncnc2c1[nH]c1ccccc12,-1.3,1.6,0.9,-39.3,-4.6,13.0,4.7,-3.6
Cc1noc(C)c1S(=O)(=O)N1CCN(c2ccc([N+](=O)[O-])cc2)CC1,1.8,-9.0,4.3,2.1,-10.6,-19.6,-10.7,-9.7
CCN(CC)c1ncc(C#N)c(N)n1,3.2,-1.1,-17.7,-16.7,5.1,7.7,6.5,-3.4
CCC(=O)N1CCN(c2ccccc2NC(=O)COc2ccc(C(C)C)cc2)CC1,0.1,-2.4,4.9,19.0,0.0,-35.8,-3.1,16.4

(next part)
molecule,HKDC1 inhibitor,SENP8 inh,Jurkat NFkB inh,Apaf1 inhib,SENP7 inh,697 NFkB inh,UBC13 polyUb,Gli-Sufu block
CCOC(=O)c1ccc(NS(=O)(=O)c2ccc3oc(=O)[nH]c3c2)cc1,4.4,-2.1,-24.8,5.4,-1.7,-4.5,-3.0,-18.7
COC(=O)c1[nH]c(C)c(/C(O)=C2\C(=O)C(=O)N(CCN(C)C)C2c2cc(OC)ccc2OC)c1C (centres undefined),7.4,-6.6,-20.6,9.7,4.0,-10.8,0.5,25.9
Cc1ccc(S(=O)(=O)Nc2ccc(N(C)S(=O)(=O)c3ccc(C)cc3)cc2)cc1,0.5,-3.2,3.9,-8.1,-3.8,20.5,6.3,3.3
CCOC(=O)c1sc2nc(-c3cccnc3)ccc2c1N,-1.0,-6.3,-182.4,-20.4,-1.5,-147.4,20.3,-120.6
CC(C)NC(=O)C(Sc1ccccc1)c1ccccc1 (centres undefined),-3.6,-0.7,5.3,6.0,-1.4,16.0,1.7,-4.4
FC(F)Oc1cccc2cccnc12,-6.7,3.9,-14.3,-3.9,-8.6,2.3,-8.6,-7.5
Cc1c(Cl)cccc1NC(=S)N1CCN(c2ccccn2)CC1,-5.6,-4.5,-16.6,-0.9,0.8,-13.2,-20.4,-3.5
O=C(NC1=NN(c2ccccc2)CC1)Nc1ccccc1F,0.0,2.4,-24.5,9.8,-1.1,1.9,2.0,-17.1

Quoted at random: 2 compounds from above
molecule,HKDC1 inhibitor,SENP8 inh,Jurkat NFkB inh,Apaf1 inhib,SENP7 inh,697 NFkB inh,UBC13 polyUb,Gli-Sufu block
Cc1ccc(CNC(=O)Nc2cccc(C)c2)cc1,9.7,-0.2,-24.0,-7.9,22.0,-32.4,6.4,-36.5
CCC(C)c1ccc(NC(=O)COC(=O)C2CCCC2)cc1 (centres undefined),1.3,4.1,-6.2,16.0,-2.9,-23.5,2.4,-12.6

Compounds were not picked by outcome (roughly 3.6% active in at least one column).
